# PrPC TRFRET – cell surface PrPC inhibition, primary TR-FRET screen; 370,000 compounds, 0.43% hits; inhibition, % at 13.8 µM; P04156; AID 720596; TR-FRET read-out; in the data active = inhibition above about 24%; note: 0% = median of the test wells and 100% = reference compound wells
# CCHFV vOTU inh – CCHFV vOTU protease inhibition. Pep-AMC fluorescence. 370,000 compounds, 0.55% hits. AID 651958. inhibition, % at 11.5 µM; in the data active = inhibition above about 30%; note: 0% = vehicle wells with enzyme and 100% = no enzyme wells
# Rv3671c protease – inhibits the M. tuberculosis serine protease Rv3671c; inhibition, % at 5.96 µM; P9WHR9; 320,000 compounds, 0.048% hits; in the data active = inhibition above about 38%;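 note: extracellular domain of Rv3671c used as enzyme; 0% = enzyme with DMSO and 100% = no enzyme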
# Target sequence (P9WHR9 whole entry, looked up, the tested form may be a part): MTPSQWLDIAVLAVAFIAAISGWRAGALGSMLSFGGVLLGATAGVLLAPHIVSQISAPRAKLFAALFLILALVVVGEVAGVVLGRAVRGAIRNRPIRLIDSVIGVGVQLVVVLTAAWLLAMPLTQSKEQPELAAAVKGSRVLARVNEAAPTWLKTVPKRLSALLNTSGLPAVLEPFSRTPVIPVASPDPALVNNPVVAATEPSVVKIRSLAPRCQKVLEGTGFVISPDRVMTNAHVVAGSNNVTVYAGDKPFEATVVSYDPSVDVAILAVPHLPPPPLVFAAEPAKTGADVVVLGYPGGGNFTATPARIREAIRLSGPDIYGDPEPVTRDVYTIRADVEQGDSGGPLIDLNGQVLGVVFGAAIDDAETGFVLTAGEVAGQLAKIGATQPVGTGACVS
# PriA SSB inh – blocks PriA binding to SSB C-terminal tail. inhibition, % at 33 µM. AlphaScreen SSBct-PriA binding, biotinylated peptide. 430,000 compounds, 0.6% hits. AID 1272365; in the data active = inhibition mostly above about 37%, no sharp cut-off; inactive = mostly below about 20%;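 note: plate controls were negative control peptide for no effect and reference peptide for full effect; strong numbers were not always called active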
# BH1578 lux ind – quorum light induction in luxS cqsA deficient V. cholerae; V. cholerae BH1578 lux reporter, luminescence, 6 h; AID 588436; 350,000 compounds, 0.16% hits; activation, % at 18.7 µM; in the data active = activation mostly above about 9.7%, no sharp cut-off; note: not every result past the cut was called active; inactives centre near 0; reference of the scale not given here
# MazF activator – activators of E. coli MazEF toxin-antitoxin RNase; 350,000 compounds, 0.32% hits; AID 504720; FAM/BHQ RNA-DNA oligo cleavage fluorescence, 5 h; P0AE70; activation, % at 20 µM; in the data active = activation above about 50%
# Target sequence (P0AE70 whole entry, looked up): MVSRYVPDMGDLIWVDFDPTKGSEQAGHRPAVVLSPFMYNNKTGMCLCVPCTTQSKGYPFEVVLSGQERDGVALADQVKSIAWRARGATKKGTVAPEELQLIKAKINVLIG
# VHR inh abs – inhibitors of human VHR1 phosphatase (DUSP3). recombinant VHR phosphatase, pNPP absorbance. P51452. inhibition, % at 13.3 µM. 290,000 compounds, 0.52% hits. AID 1654; in the data active = inhibition above about 50%; note: some compounds called inactive have numbers as strong as hits
# Target sequence (P51452 whole entry, looked up): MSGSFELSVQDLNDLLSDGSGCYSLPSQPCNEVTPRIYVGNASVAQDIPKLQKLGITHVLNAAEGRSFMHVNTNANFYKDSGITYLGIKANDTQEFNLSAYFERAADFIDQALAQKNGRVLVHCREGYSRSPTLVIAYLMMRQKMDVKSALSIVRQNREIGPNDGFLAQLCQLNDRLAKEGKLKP
# 3CLpro inhibitor – SARS-CoV 3CLpro protease inhibition; P0C6X7; recombinant SARS-CoV 3CLpro, quenched FRET peptide cleavage; inhibition, % at 6 µM; 290,000 compounds, 0.14% hits; AID 1706; in the data active = inhibition above about 12%
# Y pestis TopoI – Y. pestis Topo-I inhibition via cleavage products | Y. pestis Topo-I cleavage product accumulation, plate reader | activity, % at 10 µM | 360,000 compounds, 0.064% hits | AID 504884; in the data active = activity above about 50%, passing the limit was not always enough; note: inactives centre near 2
# TcdB GH inh – inhibitors of Clostridioides difficile toxin B glycohydrolase | 350,000 compounds, 0.24% hits | inhibition, % at 9.99 µM | P18177 | TcdB glycohydrolase enzymatic assay, plate reader; in the data active = inhibition above about 10%
# The depositor's hits bear a star; i = inactive; x = not tested or not shown; & = joins results of further samples; ! = not active in a repeat. These rows are one share of the data (hit frequency here may not be typical).
SMILES,PrPC TRFRET,CCHFV vOTU inh,Rv3671c protease,PriA SSB inh,BH1578 lux ind,MazF activator,VHR inh abs,3CLpro inhibitor,Y pestis TopoI,TcdB GH inh
Cc1cccc(C)c1NC(=O)Nc1nnc([C@@H]2C[C@H](O)[C@@H](CO)O2)s1,-7,2,x,x,i,x,x,x,1,0.7
CCOCCCNC(=O)c1ccc(CS(=O)(=O)Cc2ccccc2F)o1,-3,2,-1,-35,i,-8,17,-6,-12,x
CCc1ccccc1NC(=O)c1cc(-c2ccc(F)cc2)on1,1,-1,4,-7,i,-11,41,5,-4,0.8
Cc1ccc(NC(=S)NC(=O)C2CCCC2)c(Br)c1,-2,5,-12,4,-0.3,2,x,x,17,1.1
CN(C)/C=C1/C(=O)N(c2ccc([N+](=O)[O-])cc2)N=C1c1ccccc1,-15,1,-16,x,x,x,5,4,x,x
COc1ccccc1N1CCN(C(=O)c2c(C)noc2C)CC1,-1,1,9,-21,-0.1,17,27,-3,-2,1.6
O=C(COC(=O)c1ccccc1O)NC(=O)c1ccc(OC(F)F)cc1,-3,2,-3,-11,0.9,1,x,x,-8,-0.6
COc1ccc(CCNC(=O)CSc2nnc(-c3ccccc3)o2)cc1OC,2,1,-3,3&1,x,3,8,x,0,x
CC(OC(=O)c1cccc(N(C)C)c1)C(=O)N1CCc2ccccc2C1 (stereo not given),6,19,5,-11,x,6,x,x,23,-0.2
O=C(c1ccco1)N1CCN(C(=O)C2CCN(S(=O)(=O)c3cccc4nsnc34)CC2)CC1,-37,3,-4,-9,i,5,x,-2,0,1.0
COc1ccc(CNC(=O)COC(=O)c2cccnc2Nc2cccc(C(F)(F)F)c2)cc1,1,-9,1,-8,-0.3,2,37,4,3,x
CC1CCN(c2ccc(C(=O)NCc3ccco3)cc2[N+](=O)[O-])CC1,-21,5,4,33,-0.3,0,4,5,-3,x
O=C(Nc1cnc2ccccc2c1)c1ccncc1,3,-3,3,11,-0.3,-24,4,4,-2,0.4
O=C(NCCc1ccccc1)Nc1nnc([C@H]2C[C@H](O)[C@@H](CO)O2)s1,5,0,x,x,-1.6,x,x,x,-1,1.1
COC(=O)c1sccc1NC(=O)c1c(C)cc(=O)oc1C,5,-1,3,-8,i,3,6,1,5,x
CCOc1ccc(-n2c(SCC(=O)Nc3cc(C)on3)nc3c(c2=O)SCC3)cc1,-4,6,4,-3,i,5,36,2,-6,1.0
CCCCOc1ccc(Cn2c(=O)oc3ccccc32)cc1,-2,-4,x,-9,-0.5,7,6,3,10,0.4
O=C(CN1C(=O)c2ccccc2C1=O)N1CCN(C2c3ccccc3-c3ccccc32)CC1,-8,9,-22,0,3.7,-17,18,2,-2,x
Cc1ccc(N=Cc2sc(O)c3ccccc23)cc1,1,2,6,-9,-3.4,-53,24,-3,-1,x
COc1ccc(NC(=O)CC2SC(N3CCCC3)=NC2=O)cc1Cl (stereo not given),6,-4,0,-1,-0.8,5,x,x,1,0.2
O=C(Nc1ccccc1)N1CCN(Cc2ccc(Cl)cc2)CC1,2,-8,5,1,-0.2,3,-2,1,-4,-0.1
COc1ccc(S(=O)(=O)N2CCN(CC(O)COc3ccc(CC#N)cc3)CC2)cc1OC (stereo not given),-8,5,7,-2,i,0,35,-3,16,1.4
Cc1cn(C2CCCCC2)c(=O)[nH]c1=O,-2,18,x,-9,-5.6,0,x,x,4,-0.7
OCC[C@@H]1C[C@H](O)[C@@H](O)[C@@]2(Cc3ccccc3CCO2)O1,-4,1,-6,-13,0.6,7,29,2,5,-0.2
O=C(CSc1nnc(-c2ccncc2)n1-c1ccccc1)N1CCN(c2ccc(Cl)cc2)CC1,-1,-6,-4,-9,0.2,-24,26,0,-6,x

# Continuation:
SMILES,PrPC TRFRET,CCHFV vOTU inh,Rv3671c protease,PriA SSB inh,BH1578 lux ind,MazF activator,VHR inh abs,3CLpro inhibitor,Y pestis TopoI,TcdB GH inh
CCOc1ccc(C(=O)Oc2ccc(NC(C)=O)cc2)cc1,5,3,-10,x,x,x,-3,4,x,1.6
CCOc1ccc(NC(=O)CSc2nc3ccccc3c(=O)n2CCNC(C)=O)cc1,-3,2,-5,13,-5.9,5,-2,2,8,x
Cc1ccc(C(=O)OCC(=O)Nc2ccc(C)c(S(=O)(=O)N3CCCCC3)c2)c(O)c1,-1,-6,x,x,-5.9,-21,x,x,9,-0.4
COc1ccc2nc(N3C(=O)CC(Cc4ccc(C)cc4)C3=O)sc2c1 (stereo not given),5,-4,-8,-5,-2.6,4,26,3,-9,x
COc1ccc(NC(=O)C2CCN(S(C)(=O)=O)CC2)cc1Cl,-5,17,-7,-5,i,1,17,0,6,x
COc1cc(OC)c(/C=C2\SC(=O)N(CC(=O)Nc3ccccc3F)C2=O)c(OC)c1,-3,-12,-29,-15,-0.2,4,11,-4,-3,0.5
Cc1cc2cc(CNS(=O)(=O)N(C)C)ccc2[nH]1,-7,2,3,46*!,-0.6,10,8,-5,3,0.7
O=C(CN(C(=O)c1csnn1)c1cccc(Cl)c1)NC1CCCC1,1,3,-1,-10,i,9,18,-1,0,1.2
CCOC(=O)c1c(NC(=O)Nc2ccc(C)cc2)sc2c1CCN(C)C2,0,9,-8,5,-0.3,50*,13,-7,-6,3.1
Nc1nc2ccccc2n1S(=O)(=O)c1ccc([N+](=O)[O-])cc1,-2,14,x,x,i,x,x,x,-14,1.0
Cc1ccccc1NC1=NCC(c2ccc([N+](=O)[O-])cc2)S1 (stereo not given),46*,1,-1,20,-0.3,5,7,-1,-11,2.1
Cc1ccc(C(=O)Nc2ccc([N+](=O)[O-])cn2)o1,-51,-6,-3,15,-0.4,2,-1,-1,-6,x
CCCc1cc(C(=O)N2CCN(S(=O)(=O)c3ccc(OC)c(OC)c3)CC2)cs1,-1,-1,-1,-13,-1.0,5,5,4,0,x
CC(C)c1ccc(NC(=O)Cn2c(=O)oc3ccccc32)cc1,4,-2,8,-11,i,8,-22,1,0,1.2
CSc1ccccc1C(=O)NCc1ccc(S(N)(=O)=O)cc1,-1,-2,6,5,-0.4,1,-1,-2,-4,x
Cc1ccc(N2CCN(S(=O)(=O)N3CCCCC3)CC2)c(C)c1,-2,-1,-6,0&-11,x,-11,-1,5,x,5.7
Cn1c(=O)[nH]c(=O)c2c1nc(N1CCCCC1)n2CCOc1ccccc1,1,11,0,-6,i,7,10,-1,3,x
COc1cc(N2C(=O)c3ccccc3C2=O)c(Cl)cc1C(=O)OCC(=O)N1CCOCC1,10,-2,-7,-12,-0.3,2,-6,-2,2,-4.2
COc1ccc(C2=NOC(C(=O)NCc3ccccn3)C2)cc1OC (stereo not given),2,3,2,6,i,-1,-33,-3,6,x
COc1ccc(CC(=O)N2CCN=C2SCc2ccc([N+](=O)[O-])cc2)cc1,7,5,5,5,-1.4,-20,19,6,29,-0.2
CCN(CC(=O)Nc1ccc([N+](=O)[O-])cc1OC)CC(=O)NC(C)(C)C,-10,15,-5,7,-0.6,4,3,-5,-5,-0.6
COC(=O)c1ccc(CNC(=O)COC(=O)c2ccccc2-c2ccccc2)cc1,5,-5,2,-4,i,4,x,x,30,-0.7
CCCCN(C(=O)CSc1nc2ccccc2n1CC)C1CCS(=O)(=O)C1 (stereo not given),-6,4,17,4,i,1,x,x,10,0.6
CCOC(=O)c1c(NC(=O)COc2ccccc2C#N)sc2c1CC(C)(C)NC2(C)C,117*,0,0,4,i,8,-9,-3,-4,-0.2
O=C1CN(c2cc(Cl)cc(Cl)c2)C(=O)CN1/N=C/c1cccnc1,8,-1,-5,i,-0.7,10,-7,-8,-5,1.4

# Retrieved one by one from the list above (3):
SMILES,PrPC TRFRET,CCHFV vOTU inh,Rv3671c protease,PriA SSB inh,BH1578 lux ind,MazF activator,VHR inh abs,3CLpro inhibitor,Y pestis TopoI,TcdB GH inh
COc1ccc(C2=NOC(C(=O)NCc3ccccn3)C2)cc1OC (stereo not given),2,3,2,6,i,-1,-33,-3,6,x
COC(=O)c1ccc(CNC(=O)COC(=O)c2ccccc2-c2ccccc2)cc1,5,-5,2,-4,i,4,x,x,30,-0.7
CSc1ccccc1C(=O)NCc1ccc(S(N)(=O)=O)cc1,-1,-2,6,5,-0.4,1,-1,-2,-4,x

# Next records follow.
SMILES,PrPC TRFRET,CCHFV vOTU inh,Rv3671c protease,PriA SSB inh,BH1578 lux ind,MazF activator,VHR inh abs,3CLpro inhibitor,Y pestis TopoI,TcdB GH inh
CCOC(=O)c1c(NC(=O)C2=C(C)NC(=S)NC2c2ccc(F)cc2)sc(C)c1C (stereo not given),0,7,-35,-14,-0.4,1,-5,-8,-3,0.6
CCOC(=O)c1ccc(OCc2nc(-c3cccs3)no2)cc1,-2,-3,-6,-55,4.8,1,7,-1,-11,x
COc1ccc(CCNC(=O)COC(=O)CNS(=O)(=O)c2ccc(SC)c([N+](=O)[O-])c2)cc1,-15,-9,6,1,i,0,x,x,14,-0.8
CN(C)CCOC(=O)/C(=C/c1cn(C)c2ccccc12)NC(=O)c1ccccc1,-4,9,9,-1,-1.4,1,-11,5,3,1.7
NS(=O)(=O)c1ccc(CCNC(=O)c2cc(-c3ccc(Br)cc3)nc3ccccc23)cc1,2,-4,-55,3,i,-10,8,7,24,x
COc1ccc(N2CCN(C(=O)COC(=O)CSc3ccccc3)CC2)cc1,-4,-9,x,12,i,7,x,x,25,-0.4
CC1CCCN(CCCNC(=O)c2ccc3c(c2)N(Cc2cccc(Cl)c2)C(=O)c2ccccc2S3=O)C1 (stereo not given),-11,-3,x,x,i,34,x,x,-11,0.4
O=C(Nc1ccccc1C(=O)N1CCOCC1)C1CCCO1 (stereo not given),-2,-14,2,-3,-1.5,6,-8,-4,0,x
CSc1n[nH]c(=O)n1-c1ccc(Cl)cc1,-2,0,-4,-3,i,8,13,-2,5,0.1
COc1cc([N+](=O)[O-])ccc1NC(=O)Cc1ccccc1,-15,-12,-7,-6,-0.2,5,21,-1,5,0.8
COc1ccc(-c2nn(CC(=O)N(C)C)c(=O)c3ccccc23)cc1,1,-3,6,-19,6.7,0,45,-2,8,x
CCOC(=O)c1ccc(Oc2nc(NC)nc(Nc3ccccc3)n2)cc1,-1,1,-11,5,-0.4,1,-3,6,-6,x
COc1cc(-c2n[nH]c(=S)n2-c2ccc(Br)cc2)cc(OC)c1OC,0,-10,-4,1,-0.2,9,26,4,3,2.7

# Of the compounds above, 9 have a Cl atom:
SMILES,PrPC TRFRET,CCHFV vOTU inh,Rv3671c protease,PriA SSB inh,BH1578 lux ind,MazF activator,VHR inh abs,3CLpro inhibitor,Y pestis TopoI,TcdB GH inh
COc1ccc(NC(=O)CC2SC(N3CCCC3)=NC2=O)cc1Cl (stereo not given),6,-4,0,-1,-0.8,5,x,x,1,0.2
O=C(Nc1ccccc1)N1CCN(Cc2ccc(Cl)cc2)CC1,2,-8,5,1,-0.2,3,-2,1,-4,-0.1
O=C(CSc1nnc(-c2ccncc2)n1-c1ccccc1)N1CCN(c2ccc(Cl)cc2)CC1,-1,-6,-4,-9,0.2,-24,26,0,-6,x
COc1ccc(NC(=O)C2CCN(S(C)(=O)=O)CC2)cc1Cl,-5,17,-7,-5,i,1,17,0,6,x
O=C(CN(C(=O)c1csnn1)c1cccc(Cl)c1)NC1CCCC1,1,3,-1,-10,i,9,18,-1,0,1.2
COc1cc(N2C(=O)c3ccccc3C2=O)c(Cl)cc1C(=O)OCC(=O)N1CCOCC1,10,-2,-7,-12,-0.3,2,-6,-2,2,-4.2
O=C1CN(c2cc(Cl)cc(Cl)c2)C(=O)CN1/N=C/c1cccnc1,8,-1,-5,i,-0.7,10,-7,-8,-5,1.4
CC1CCCN(CCCNC(=O)c2ccc3c(c2)N(Cc2cccc(Cl)c2)C(=O)c2ccccc2S3=O)C1 (stereo not given),-11,-3,x,x,i,34,x,x,-11,0.4
CSc1n[nH]c(=O)n1-c1ccc(Cl)cc1,-2,0,-4,-3,i,8,13,-2,5,0.1

# High-throughput results (PubChem BioAssay)
